AmpC no deterg: AmpC beta-lactamase inhibition without detergent. P00811. AmpC nitrocefin hydrolysis, absorbance 480 nm, 0.0001% Triton. Potency, µM (top dose mostly 57.1 µM), inactives show at the highest dose activity change, negative = inhibition, actives largely listed as inhibitors. hit rate 0.52% among 330,000;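 further: potency means the concentration at half of the fitted maximal effect; plate controls were no compound for no effect and no enzyme for full effect; nearly all actives have a fitted effect of over 20% in size; some results filed as inactive show a strong effect at the top dose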
Target sequence (P00811 whole entry, looked up): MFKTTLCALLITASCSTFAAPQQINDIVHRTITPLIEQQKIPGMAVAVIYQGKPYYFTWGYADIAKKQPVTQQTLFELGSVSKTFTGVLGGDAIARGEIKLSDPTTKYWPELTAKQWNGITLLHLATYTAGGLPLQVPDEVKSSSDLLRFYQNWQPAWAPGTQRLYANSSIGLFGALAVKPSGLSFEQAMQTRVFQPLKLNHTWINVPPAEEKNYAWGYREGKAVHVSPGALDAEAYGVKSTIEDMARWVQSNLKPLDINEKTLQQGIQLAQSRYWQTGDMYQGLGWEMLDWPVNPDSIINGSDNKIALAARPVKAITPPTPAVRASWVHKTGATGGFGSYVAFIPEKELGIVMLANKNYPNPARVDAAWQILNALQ
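AmpC (5.3 nM in the dispensed reagent) in 20 mM phosphate pH 7.0 with 0.01% (detergent screen) or 0.0001% Triton X-100 was preincubated with compounds for 15 min at room temperature. Nitrocefin was then added from an 800 uM solution, and hydrolysis was followed at 480 nm.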
HCMV antiviral: human cytomegalovirus inhibition. HFF cells, HCMV-luciferase reporter, 72 h; hits give low values. activity change, negative = inhibition, % at 57.5 µM. hit rate 4.5% among 410,000. AID 1259415; in the data active means activity change below about -60%; inconclusive means no clear call, values can overlap the other calls; inactive means above about -39%
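Inhibition of viral replication was scored as loss of reporter luminescence in HFFs infected with HCMV-luciferase (MOI 1 PFU/cell) for 72 h; compounds tested at 2 doses, normalized to buffer and Salinomycin controls.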
AMA1 RON2 block: inhibitors of Plasmodium falciparum AMA1-RON2 interaction; AlphaScreen AMA1-biotinylated RON2 peptide binding; Potency, µM (highest dose often 58.2 µM), for inactives: at the highest dose activity change, negative = inhibition, actives largely listed as inhibitors; hit rate 0.2% among 360,000;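 further: potency means the concentration at half of the fitted maximal effect; 0% = vehicle wells and -100% = peptide control; nearly all actives have a fitted effect of over 45% in size; some results filed as inactive show a strong effect at the top dose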
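AMA1 (3D7) with his tag at 25 nM final met compounds first, then biotinylated RON2 peptide at 25 nM; detection used donor plus acceptor beads, 10 µg/mL apiece, read by AlphaScreen after 30 min at room temperature.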
Tb PYK inh: inhibitors of Trypanosoma brucei pyruvate kinase; hit rate 0.12% among 410,000; Potency, µM (top dose mostly 76.8 µM), without a hit: top-dose activity, negative = inhibition, most hits filed as inhibitors; TbPYK enzyme, Kinase-Glo Plus ATP luminescence, 45 min; further: potency means the concentration at half of the fitted maximal effect; nearly all actives have a fitted effect of over 50% in size
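TbPYK + substrate in 50 mM TEA pH 7.2, 100 mM KCl, 10 mM MgCl2, 0.05% BSA, 0.01% Tween-20; cpd pinned; ADP 130 uM final; 45 min RT; Kinase-Glo Plus 10 min; luminescence endpoint.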
LmPK inhibitor: inhibitors of Leishmania mexicana pyruvate kinase; Q27686; purified LmPK, Kinase-Glo ATP luminescence, 1 h; Potency, µM (top dose mostly 57.5 µM), for inactives: at the highest dose activity change, negative = inhibition, most hits filed as inhibitors; hit rate 0.37% among 290,000; AID 1721; further: potency means the concentration at half of the fitted maximal effect
Target sequence (Q27686 whole entry, looked up): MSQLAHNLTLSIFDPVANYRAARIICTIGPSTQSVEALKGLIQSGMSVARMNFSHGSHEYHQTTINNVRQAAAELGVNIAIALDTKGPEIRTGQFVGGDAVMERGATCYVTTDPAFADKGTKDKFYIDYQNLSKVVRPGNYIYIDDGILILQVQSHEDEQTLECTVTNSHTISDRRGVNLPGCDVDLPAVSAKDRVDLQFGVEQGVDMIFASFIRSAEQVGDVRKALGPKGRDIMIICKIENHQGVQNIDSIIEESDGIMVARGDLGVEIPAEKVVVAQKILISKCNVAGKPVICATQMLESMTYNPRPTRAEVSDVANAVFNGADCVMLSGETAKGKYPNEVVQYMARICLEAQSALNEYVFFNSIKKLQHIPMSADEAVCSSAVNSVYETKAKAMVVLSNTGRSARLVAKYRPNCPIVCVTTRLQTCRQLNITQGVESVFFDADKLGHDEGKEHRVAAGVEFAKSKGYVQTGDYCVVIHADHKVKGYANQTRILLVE
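Purified LmPK (0.1 nM) with 0.5 mM PEP and 0.1 mM ADP in imidazole buffer pH 7.2 with MgCl2/KCl, 1 h at room temperature. ATP formed was read by luciferase luminescence and normalized to no-enzyme and uninhibited controls.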
HCV inhibitor: HCV inhibition | Huh7.5.1 HCVcc-Cre infection, luciferase reporter, 44 h | Potency, µM (top dose mostly 41.8 µM), inactives show top-dose activity change, negative = inhibition, most hits filed as inhibitors | hit rate 3.4% among 340,000; further: potency means the concentration at half of the fitted maximal effect
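A cell-based infection assay in which seeded cells (1,000 per well) receive test compound after 4 h, are inoculated with HCVcc-Cre at approximately 0.5 moi, and are incubated 44 h before luminescence detection.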
AmpC inh detg: blocks E. coli AmpC beta-lactamase in detergent assay | P00811 | AmpC hydrolysis of nitrocefin, absorbance 480 nm, 0.01% Triton | Potency, µM (top dose mostly 114 µM), inactives show at the highest dose activity change, negative = inhibition, hits mostly inhibitors | hit rate 0.041% among 370,000;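 further: potency means the concentration at half of the fitted maximal effect; 0% = no-compound wells and -100% = no-enzyme wells; nearly all actives have a fitted effect of over 25% in size; some results filed as inactive show a strong effect at the top dose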
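AmpC (5.3 nM in the dispensed reagent) in 20 mM phosphate pH 7.0 with 0.01% (detergent screen) or 0.0001% Triton X-100 was preincubated with compounds for 15 min at room temperature. Nitrocefin was then added from an 800 uM solution, and hydrolysis was followed at 480 nm.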
The depositor's hits bear a star; u = inconclusive; x = no result given; [ ] = another dose, or the depositor's remark. Unless noted, the call rests on the fitted dose curve; in most records, active means well fitted curve in the direction sought with a large enough effect; inconclusive means small, poorly fitted or top-dose-only effect, or another doubt; inactive means no such curve, though single readings can be large; an effect the other way counts as inactive or inconclusive. Unless noted, on the % scale 0 is the no-effect control and ±100 the full control effect.

Results follow in this order: AmpC no deterg	HCMV antiviral	AMA1 RON2 block	Tb PYK inh	LmPK inhibitor	HCV inhibitor	AmpC inh detg
O=C(CCCN1C(=O)/C(=C/c2ccccc2)SC1=S)Nc1ccccc1O
  -47%	-100*	65%[activator]	7%	-1%	u	-4%
Cn1ncc(Cl)c(Oc2ccc(C(C)(C)C)cc2)c1=O
  -7%	13	6%	6%	1%	31%[activator]	0%
O=C(Nc1ccc(COc2ccccc2)cc1)c1cccc([N+](=O)[O-])c1
  -26%	-31	3%	-1%	7%	-11%	u
COc1ccc(Cl)cc1CSc1ncn[nH]1
  -24%	-63*	15%	-1%	-3%	3%	2%
CC(C)c1nc(SCC(=O)N2c3ccccc3CC2C)c2ccccc2n1 (stereo not drawn)
  u	u	-6%	-1%	-1%	u	-6%
O=C(NCc1ccccc1)c1cc(C2CCCN(S(=O)(=O)c3cccs3)C2)on1 (stereo not drawn)
  x	-34	-2%	-7%	x	x	x
O=S(=O)(Nc1ccc(N2CCOCC2)nn1)c1ccccc1
  -16%	40	3%	-1%	5%	15%	u
CCC(C)NC(=O)CSc1n[nH]c(=O)n1CCc1ccccc1 (stereo not drawn)
  -2%	-20	16%	-5%	-1%	7%	4%
CCOC(=O)C1=CCN(S(=O)(=O)c2ccc(Br)cc2)C1c1cccc(C)c1 (stereo not drawn)
  x	-16	2%	-13%	x	x	x
CC(C)Cn1c(=O)c2sccc2n2c(CCCC(=O)N3CCN(c4ccc(F)cc4)CC3)nnc12
  x	-3	x	-4%	x	x	16%
O=C1CC(c2ccccc2)CCc2sccc2N1 (stereo not drawn)
  -10%	u	8%	1%	8%	17%	-14%
NP(=O)(OCCCCc1ccccc1)Oc1ccccc1Cl (stereo not drawn)
  -3%	u	-1%	u	5%	7%	-1%
O=C(c1ccc([N+](=O)[O-])cc1Cl)N1CCN(c2ccccn2)CC1
  11%	-13	0%	0%	6%	-8%	2%
COc1ccc(-c2nc3scc(CCNS(=O)(=O)c4ccc(NC(C)=O)cc4)n3n2)cc1
  x	-31	x	-5%	x	x	0%
O=C(CN1C(=O)NC2(CCc3ccccc32)C1=O)Nc1cccc(F)c1 (stereo not drawn)
  -6%	-28	-4%	-1%	x	-10%	-12%
CCOC(=O)CCCNC(=O)COc1ccccc1C#N
  6%	30	8%	1%	-2%	12%	-9%
O=C(OCc1ccc2c(c1)OCO2)c1ccc(S(=O)(=O)N2CCCC2)cc1
  -11%	-2	13%	4%	2%	-18%	-10%
COc1ccc(OCCCC(=O)Nc2ccc(N3CCOCC3)cc2)cc1
  -12%	u	0%	-2%	7%	-15%	5%
COc1ccc2oc(=O)c(/C(C)=N/NC(=O)c3ccncc3)cc2c1
  -24%	9	91%[activator]	3%	1%	34%[activator]	-11%
N#Cc1c(-c2ccccc2)cc(-c2ccco2)c(C#N)c1N
  14µM*	x	x	x	-7%	u	-5%
COCC(C)NCc1cccc([N+](=O)[O-])c1 (stereo not drawn)
  -27%	-22	-19%	-16%	-1%	19%	-4%
O=C(Nc1cccc(C(=O)N2CCN(c3cccc(Cl)c3)CC2)c1)c1ccccc1
  -1%	-36	-1%	-2%	2%	14µM*	-10%
O=C(Nc1nnc(C2=COCCO2)o1)c1ccc(S(=O)(=O)N2CCCC2)cc1
  -15%	u	58%[activator]	2%	1%[11.5 µM]	10%	7%
O=C(Nc1cnccn1)c1cccs1
  -21%	78	34%[activator]	-3%	-11%	2%	-8%
O=c1c(Br)ccc(Br)cc1Br
  x	-77*	-2%	-16%	x	u	x
Cc1ccc(F)cc1NC(=O)CN1CCN(Cc2ccccc2)CC1
  51%	-18	4%	1%	1%	5%	0%
C/C(CC(=O)Nc1cccc(C(F)(F)F)c1)=N\NC(=O)c1ccncc1
  57%	-32	64%[activator]	1%	9%	4%	u
CC(=O)Nc1ccc(NC(=O)CSc2nc(=O)n3cccc(C)c3n2)cc1
  -9%	-35	4%	2%	x	3%	-12%
COc1cccc(OC)c1OCCN1CCN(C(=O)c2ccco2)CC1
  3%	21	11%	7%	10%	6%	u
CCOc1ccc(N=C(/C(C(=O)C(=O)N2CCOCC2)=C(\O)c2ccccc2)c2ccccc2)cc1
  -37%	6	37%[activator]	-3%	-14%	18%	u

Only HCV inhibitor (5 entries from above):
SMILES | HCV inhibitor
COCC(C)NCc1cccc([N+](=O)[O-])c1 (stereo not drawn) | 19%
O=C(Nc1cccc(C(=O)N2CCN(c3cccc(Cl)c3)CC2)c1)c1ccccc1 | 14µM*
O=C(Nc1nnc(C2=COCCO2)o1)c1ccc(S(=O)(=O)N2CCCC2)cc1 | 10%
O=C(Nc1cnccn1)c1cccs1 | 2%
O=c1c(Br)ccc(Br)cc1Br | u

(continued)
Results follow in this order: AmpC no deterg	HCMV antiviral	AMA1 RON2 block	Tb PYK inh	LmPK inhibitor	HCV inhibitor	AmpC inh detg
Cc1ccc(C)c(N2CCN(S(=O)(=O)c3ccc(C4CCCCC4)cc3)CC2)c1
  x	4	x	-2%	x	x	-1%
CC(NC(=O)c1ccccc1Cl)NC(=O)c1ccccc1Cl
  -5%	59	13%	-3%	-5%	15%	-12%
OCCCc1nc2n(n1)C(c1cccs1)C=C(c1ccccc1)N2 (stereo not drawn)
  -1%	x	x	x	-5%	x	1%
CCC1=Nc2cc(C(=O)N3CCC(C)CC3)ccc2Sc2ccc(C)cc21
  x	-3	x	5%	x	x	0%
OCCCc1nc2ccccc2n1CCc1ccccc1
  0%	-20	3%	-2%	3%	14%	-8%
CCOc1ccc2ccccc2c1CNCCCN1CCOCC1
  x	2	-4%	-6%	x	x	x
Cc1ccc(N2CC(=O)N(CC(=O)O)C2=O)cc1
  1%	-27	-1%	-4%	1%	18%	-1%
CC(Oc1ccccc1F)C(=O)Nc1ccc2ccccc2c1 (stereo not drawn)
  -22%	-77*	17%	1%	1%	-12%	-2%
CCOC(=O)Cn1c(=N)n(CCOc2ccc(Br)cc2)c2ccccc21
  42%	27	-19%	-5%	9%	-9%	2%
CCOC(=O)c1c(C)oc2c1c(C=NCC1CCCO1)c(O)c1ccccc12 (stereo not drawn)
  -14%	54	54%[activator]	1%	1%	-8%	-8%
CC(=O)c1cccc(NC(=O)CCc2nnc3ccc(NCc4ccc5c(c4)OCO5)nn23)c1
  1%	-6	-4%	-6%	-2%	3%	-3%
CCCCOC(=O)C(C)Oc1ccc(=O)n(-c2ccccc2)n1 (stereo not drawn)
  10%	-1	-1%	6%	12%	0%	-12%
Cc1cc(C(=O)O)cc(S(=O)(=O)Nc2ccccc2C(=O)NC(C)c2ccccc2)c1C (stereo not drawn)
  -21%	-28	-7%	-9%	2%	3%	7%
CC1CN(Cc2ccccc2)c2nc3c(c(=O)n(CC(=O)O)c(=O)n3C)n2C1 (stereo not drawn)
  26%	14	-3%	2%	-2%	14%	-4%
O=C(CCC(=O)c1ccccc1)NCc1ccccc1
  -23%	-32	-6%	-3%	0%	4%	1%

Retrieved by structure from above, two records:
Results follow in this order: AmpC no deterg	HCMV antiviral	AMA1 RON2 block	Tb PYK inh	LmPK inhibitor	HCV inhibitor	AmpC inh detg
O=C(OCc1ccc2c(c1)OCO2)c1ccc(S(=O)(=O)N2CCCC2)cc1
  -11%	-2	13%	4%	2%	-18%	-10%
CCC(C)NC(=O)CSc1n[nH]c(=O)n1CCc1ccccc1 (stereo not drawn)
  -2%	-20	16%	-5%	-1%	7%	4%

(cont.)
Results follow in this order: AmpC no deterg	HCMV antiviral	AMA1 RON2 block	Tb PYK inh	LmPK inhibitor	HCV inhibitor	AmpC inh detg
Cc1cccc(-c2nn(-c3ccccc3)cc2C(=O)NCC(c2cccs2)N2CCOCC2)c1 (stereo not drawn)
  34%	19	-19%	1%	x	u	u
COc1ccc(NC(=O)CCCCCN2C(=O)[C@@H]3Cc4ccccc4CN3C2=O)cc1Cl
  29%	-34	14%	0%	4%	u	1%
O=C(C[n+]1cn(C(F)F)c2ccccc21)c1ccc(Br)cc1
  -29%	-15	15%	-2%	2%	5%	-8%
COC(=O)NCC(c1ccc2c(c1)OCO2)N1CCN(c2ccc(OC)cc2)CC1 (stereo not drawn)
  35%	11	-1%	3%	1%	u	-3%
FC(F)Oc1ccccc1NC(=S)NCc1ccco1
  -33%	-1	-5%	8%	-3%	-7%	-6%
CC1(C)C2([N+](=O)[O-])CN3CC1([N+](=O)[O-])CN(C2)C3c1cccnc1 (stereo not drawn)
  3%	u	11%	1%	0%	-6%	-6%
CN(C)C(=O)CSc1ccccc1C(=O)OCC(=O)NC1CC1
  -12%	9	-6%	-5%	x	3%	6%

An excerpt of these results, as a markdown table.
| canonical_smiles | AmpC no deterg | HCMV antiviral | AMA1 RON2 block | Tb PYK inh | LmPK inhibitor | HCV inhibitor | AmpC inh detg |
| --- | --- | --- | --- | --- | --- | --- | --- |
| COc1ccc(NC(=O)CCCCCN2C(=O)[C@@H]3Cc4ccccc4CN3C2=O)cc1Cl | 29% | -34 | 14% | 0% | 4% | u | 1% |
| O=C(C[n+]1cn(C(F)F)c2ccccc21)c1ccc(Br)cc1 | -29% | -15 | 15% | -2% | 2% | 5% | -8% |
| COC(=O)NCC(c1ccc2c(c1)OCO2)N1CCN(c2ccc(OC)cc2)CC1 (stereo not drawn) | 35% | 11 | -1% | 3% | 1% | u | -3% |
| FC(F)Oc1ccccc1NC(=S)NCc1ccco1 | -33% | -1 | -5% | 8% | -3% | -7% | -6% |
| CC1(C)C2([N+](=O)[O-])CN3CC1([N+](=O)[O-])CN(C2)C3c1cccnc1 (stereo not drawn) | 3% | u | 11% | 1% | 0% | -6% | -6% |
| CN(C)C(=O)CSc1ccccc1C(=O)OCC(=O)NC1CC1 | -12% | 9 | -6% | -5% | x | 3% | 6% |

High-throughput results: PubChem BioAssay, National Center for Advancing Translational Sciences (NCATS)
